# Bioassay records as filed in PubChem.
# GPR151 ag: activates the human receptor GPR151; PathHunter beta-arrestin GPR151 cells, luminescence; hit rate 1% among 650,000; Q8TDV0; activation, % at 11.2 µM; in the data active means activation above about 4.9%;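 further: 0% = median of compound wells and 100% = cells with positive control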
# TEAD-YAP inh: TEAD-YAP interaction inhibition; HEK-TIYL cells, TEAD-Gal4/YAP UAS-luciferase luminescence; inhibition, % at 9.12 µM; hit rate 1.4% among 640,000; in the data active means inhibition above about 32%;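 further: 0% = median of test compound wells and 100% = reference inhibitor wells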
# FBW7 act: activators of human E3 ligase FBW7 | AID 1259310 | hit rate 0.13% among 650,000 | AlphaScreen FBW7–phospho-cyclin E peptide binding, activator screen | normalized activity (activation), % at 26.1 µM | Q969H0; in the data active means normalized activity above about 1.9%;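 further: purified mutant Fbw7 with reduced substrate affinity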
# Target sequence (Q969H0 whole entry, looked up): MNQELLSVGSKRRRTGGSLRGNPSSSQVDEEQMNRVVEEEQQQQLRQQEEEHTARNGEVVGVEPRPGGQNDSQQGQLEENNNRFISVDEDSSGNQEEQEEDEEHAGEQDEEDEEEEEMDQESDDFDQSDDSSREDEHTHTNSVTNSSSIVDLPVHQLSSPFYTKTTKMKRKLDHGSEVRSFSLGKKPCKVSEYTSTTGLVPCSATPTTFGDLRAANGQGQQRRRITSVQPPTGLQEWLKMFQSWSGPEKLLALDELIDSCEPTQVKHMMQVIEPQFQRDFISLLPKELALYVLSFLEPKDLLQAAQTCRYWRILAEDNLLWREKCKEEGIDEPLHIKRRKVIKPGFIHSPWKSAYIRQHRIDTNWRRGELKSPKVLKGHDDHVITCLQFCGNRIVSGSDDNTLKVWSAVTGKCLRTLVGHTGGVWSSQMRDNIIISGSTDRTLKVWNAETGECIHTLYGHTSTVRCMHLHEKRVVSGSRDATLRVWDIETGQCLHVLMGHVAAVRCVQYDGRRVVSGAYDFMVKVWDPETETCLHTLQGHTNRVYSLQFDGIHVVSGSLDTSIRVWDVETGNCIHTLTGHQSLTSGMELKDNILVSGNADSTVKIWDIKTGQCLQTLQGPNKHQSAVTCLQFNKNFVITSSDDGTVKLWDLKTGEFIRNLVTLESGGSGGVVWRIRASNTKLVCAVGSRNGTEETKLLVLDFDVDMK
# MITF inh: inhibitors of human MITF; O75030; AlphaScreen MITF homodimerization, bead proximity signal; inhibition, % at 2.6 µM; hit rate 0.91% among 650,000; AID 1259374; in the data active means inhibition above about 50%;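 further: 0% = vehicle wells with protein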
# * hit, by the source's call; & = joins results of further samples.
entry | structure | FBW7 act | TEAD-YAP inh
1 | Cc1nc(NC2CCCCC2)c2cc(C)sc2n1 | -0.1 | 5
2 | CCn1c(=O)cc(N2CCN(c3cccc(Cl)c3)CC2)[nH]c1=O | 0.0 | 68*
3 | COc1ccc2cc3cc(C(=O)NCCc4ccc(OC)c(OC)c4)oc3nc2c1 | 0.1 | 45*
4 | CC(C)N1CCN(Cc2ccoc2)CC1CCO (stereo unspecified) | -0.1 | 2
5 | COC(=O)c1ccc2c(=O)n(Cc3ccccn3)c(=S)[nH]c2c1 | 0.5 | 3
6 | COCC(=O)Nc1ccc2c(c1)CN(C(=O)c1ccco1)CC2 | -0.1 | -19
7 | Cc1c(C(=O)O)sc2nc(SC3CCOC3=O)[nH]c(=O)c12 (stereo unspecified) | -0.2 | -4
8 | CSc1nc(N)nc(SCC(=O)Nc2nc3ccccc3s2)c1C#N | 0.6 | -31
9 | O=C(NCc1ccccc1)c1cccc(-n2ncc3ccc(-c4nn[nH]n4)cc32)c1 | -0.1 | -4
10 | Cc1ccc(N2NC(=O)/C(=C/C=C/c3ccc([N+](=O)[O-])o3)C2=O)cc1Cl | 0.3 | 4

entry | GPR151 ag | MITF inh
1 | -1.5 | -2
2 | 0.1 | -6
3 | 2.0 | -13
4 | 0.8 | 0
5 | -0.5 | 10
6 | -1.0 | 37
7 | 0.0 | 1
8 | -2.7 | 0
9 | 0.2 | 3
10 | -0.4 | 13

entry | structure | FBW7 act | TEAD-YAP inh
11 | Cc1ccc(CNC(=O)c2ccc(Cl)cc2)c(=S)[nH]1 | -0.1 | -4
12 | COc1ccc(N2CCN(C3CCCN(Cc4ccc(CO)o4)C3)CC2)cc1 (stereo unspecified) | 0.0 | -7
13 | Cn1c2c(c(=O)n(C)c1=O)C(c1cccc(Br)c1)C1C(=O)c3ccccc3C1=N2 (stereo unspecified) | 0.2 | 8
14 | Cn1cc(S(=O)(=O)NCc2ccncc2)c(=O)n(C)c1=O | -0.2 | -5
15 | COc1c(N2CCNC(C)C2)c(F)cc2c(=O)c(C(=O)O)cn(C3CC3)c12 (stereo unspecified) | -0.2&-0.3&-0.1 | 3
16 | COC(=O)CC[C@H]1CN(Cc2ccc(F)cc2)CC[C@H]1N1CCN(C)CC1 | 0.2 | 7
17 | CCOC(=O)c1c(-c2ccccc2)oc2ccc(OCc3ccccc3C)cc12 | -0.1 | 5
18 | Cc1sc(C)c(CNc2ccccc2)c1CNc1ccccc1 | 0.0 | 1
19 | CCOc1ccc(CN(CCO)CCO)cc1[N+](=O)[O-] | 0.0 | 9
20 | COc1cccc(S(=O)(=O)N2CCC(c3nc(-c4cccnc4)no3)CC2)c1 | 0.5 | 2

entry | GPR151 ag | MITF inh
11 | 0.5 | 0
12 | 1.9 | 6
13 | 1.0 | 13
14 | 1.6 | 4
15 | -0.1&3.8&-1.3 | -22&1&-12
16 | -0.5 | 2
17 | 0.3 | 13
18 | -0.8 | 1
19 | -0.7 | 7
20 | 7.4* | 29

entry | structure | FBW7 act | TEAD-YAP inh
21 | c1cncc(CN2CCN(Cc3ccco3)CC2)c1 | 0.0 | 2
22 | CCCCCCC(=O)N/N=C/c1ccco1 | -0.1 | -2
23 | COc1cc(CNc2ccc(Cl)cc2)ccc1OCC(=O)N1CCOCC1 | -0.1 | -5
24 | Cc1cc(OCC(=O)Nc2ccccc2C(C)C)ccc1Cl | 0.0 | -4
25 | Cc1nn(-c2ccccc2)c(Cl)c1C(=O)NCc1cccnc1 | 0.0 | -2
26 | CCNC(=O)c1cc(CNC2CCN(CC)CC2)cc(NC(=O)c2ccccn2)c1 | 0.0 | -3
27 | CN1CCN(c2ccc(-c3ccc(C(=O)NCc4ccccc4)s3)cc2)CC1 | 0.0 | -15
28 | COCCN1C(=O)/C(=C/c2ccc(OC)c(O)c2)SC1=S | -0.1 | -36
29 | COc1cc(NC(=O)c2ccccc2[N+](=O)[O-])ccc1NC(=O)c1ccccc1Cl | -0.1 | 10
30 | NC(=O)N/N=C1\CCCCc2ccccc21 | 0.0 | 11

entry | GPR151 ag | MITF inh
21 | 1.3 | 75*
22 | -1.1 | -2
23 | 1.9 | 7
24 | 4.6 | -1
25 | 0.2 | 4
26 | -1.5 | 4
27 | 2.4 | 0
28 | 1.9 | 22
29 | -0.2 | 9
30 | -1.1 | -3

entry | structure | FBW7 act | TEAD-YAP inh
31 | O=C(c1ccccc1)N1CCN(S(=O)(=O)c2cc3c4c(c2)CCC(=O)N4CCC3)CC1 | -0.1 | 12
32 | Cc1cncn(CC(=O)NCCc2c[nH]c3ccccc23)c1=O | 0.2 | 9
33 | COc1ccccc1-c1nc(SCC(=O)N2CCc3ccccc32)c2c(=O)n(C)c(=O)n(C)c2n1 | -0.2 | 2
34 | O=C(CN(c1cccc([N+](=O)[O-])c1)S(=O)(=O)c1ccccc1)NC1CCCC1 | 0.0 | 0
35 | COc1cc(/C=C2\C(=O)N(c3cccc(C(=O)O)c3)N=C2C)cc(Cl)c1OC | -1.1 | -10
36 | CCc1nnc(NC(=O)CSc2nnc(C(C)C)n2C)s1 | 0.1 | 8
37 | Cc1ccc(NC(=O)CCC(=O)NNC(=O)CCc2ccccc2)c(C)c1 | -0.1 | -3
38 | Cc1cc(N)n(C(=O)CSc2nc3ccccc3c(=O)n2Cc2cccs2)n1 | -0.3 | -13
39 | O=C1NC(=O)C(=Cc2ccc(N3CCCCC3)o2)C(=O)N1 | -1.3 | -34
40 | COc1cc(NC(=O)C(=O)NCCCN2CCOCC2)c(OC)cc1Cl | -0.1 | 7

entry | GPR151 ag | MITF inh
31 | 0.6 | -13
32 | 0.4 | 11
33 | 0.1 | -6
34 | 2.5 | 17
35 | 0.8 | 50
36 | -0.6 | 6
37 | 0.8 | 9
38 | 0.5 | -2
39 | -0.5 | 8
40 | 2.2 | 4

entry | structure | FBW7 act | TEAD-YAP inh
41 | COC(=O)C(CCSC)NC(=O)c1ccccc1Cl (stereo unspecified) | 0.2 | -1
42 | O=C(NCc1ccco1)C1CC12CCN(C(=O)c1cc(-c3ccccc3)no1)CC2 (stereo unspecified) | 0.0 | -12
43 | CSc1nn(C)c2nc3ccccc3n12 | 0.2 | 0
44 | COc1ccc(OCC(=O)N2CCN(c3ccc(F)cc3)CC2)cc1 | 0.0 | -2
45 | CCC(C)c1ccccc1OCC(O)CN1CCCCC1 (stereo unspecified) | 0.0 | 16
46 | COc1ccc(N(CC(=O)NCC2CCCO2)C(=O)CCC(=O)Nc2nccs2)cc1 (stereo unspecified) | 0.0 | 3
47 | O=C(NCc1ccccc1)c1ccc(Cl)c([N+](=O)[O-])c1 | 0.5 | 4
48 | CCOCCOC(=O)C1=C(C)NC2=C(C(=O)CC(c3ccc(Cl)cc3)C2)C1c1ccc(OCc2ccccc2)cc1 (stereo unspecified) | -0.1 | 5
49 | CCc1ccc(NC(=O)Cn2ncn3cccc3c2=O)cc1 | 0.0 | -46
50 | O=C(N/C(=C\c1ccccc1F)C(=O)N1CCOCC1)c1ccc([N+](=O)[O-])cc1 | 0.0 | -2

entry | GPR151 ag | MITF inh
41 | 0.3 | 1
42 | 2.0 | 13
43 | -1.7 | 12
44 | 2.8 | 11
45 | 0.3 | -2
46 | 0.1 | 4
47 | -1.6 | 14
48 | 1.6 | 7
49 | 1.5 | 6
50 | -1.3 | -8

entry | structure | FBW7 act | TEAD-YAP inh
51 | CCCCn1c(=N)c(C(=O)NC2CCCCC2)cc2c(=O)n3cccc(C)c3nc21 | 0.3 | -1
52 | CC(=O)NC(CC(C)C)c1nnc2n1CCN(Cc1ccc(CO)o1)CC2 (stereo unspecified) | 0.0 | -1
53 | CSc1nnc(NC(=O)C(C)(C)C)s1 | 0.1 | -41
54 | Cc1ccc(-c2nnc(N3CCCCC3)c3ccccc23)cc1S(=O)(=O)NCc1ccccn1 | -0.2 | -12
55 | COc1ccc(OC)c(NC(=O)CSc2nc3cc4c(cc3cc2C#N)OCCO4)c1 | 0.0 | 25
56 | CCOc1cc(C2NC(=O)NC(C)=C2C(=O)N(CC)CC)c(Cl)cc1O (stereo unspecified) | -0.1 | -10
57 | CCCOc1ccc(N/C(N)=N/c2nc(C)cc(C)n2)cc1 | 0.0 | 35*
58 | CN1CCN(C(=O)c2cc(F)c(F)cc2[N+](=O)[O-])CC1 | 0.9 | -19
59 | COC(=O)/C(C#N)=C/c1c(Oc2cc(C)cc(C)c2)nc2ccccn2c1=O | 0.1 | 1
60 | CCOC(=O)NC1(C(F)(F)F)C(=O)N(Cc2ccccn2)C2=C1C(=O)CC(C)(C)C2 (stereo unspecified) | 0.0 | -5

entry | GPR151 ag | MITF inh
51 | 0.1 | 14
52 | -1.1 | -4
53 | -1.5 | 21
54 | -0.7 | -2
55 | 0.8 | 8
56 | -0.1 | -9
57 | 0.4 | 5
58 | -0.1 | 12
59 | -0.2 | 20
60 | -0.4 | -6

# 2 entries from above, screen by screen:
60. CCOC(=O)NC1(C(F)(F)F)C(=O)N(Cc2ccccn2)C2=C1C(=O)CC(C)(C)C2 (stereo unspecified)
56. CCOc1cc(C2NC(=O)NC(C)=C2C(=O)N(CC)CC)c(Cl)cc1O (stereo unspecified)
Compound	60	56
FBW7 act	0.0	-0.1
TEAD-YAP inh	-5	-10
GPR151 ag	-0.4	-0.1
MITF inh	-6	-9

# Continued:
entry | structure | FBW7 act | TEAD-YAP inh
61 | O=C(c1cccs1)N1CCC(c2nc3c(nnn3Cc3ccccc3)c(=O)[nH]2)CC1 | 0.0 | 1
62 | Cc1nc2ccccc2c(=O)o1 | 0.0 | -1
63 | CCC(=O)Nc1nnc(SCC(=O)Nc2ccc3c(c2)OCCO3)s1 | 0.1 | 2
64 | CCCOc1ccc(/C(O)=C2\C(=O)C(=O)N(c3nc(C)c(C(=O)OC)s3)C2c2ccc(C)cc2)cc1C (stereo unspecified) | -0.1 | 1
65 | O=C(NCCOc1ccccc1)c1csc(Nc2cnccn2)n1 | 0.1 | -22
66 | O=S1(=O)N=C(Nc2nc(-c3ccccc3)cs2)c2ccccc21 | 0.0 | -69
67 | CCOC(=O)c1sc(NC(=O)CSc2nnc(CNC(=O)c3ccco3)n2Cc2ccccc2)c(C(=O)OCC)c1C | 0.4 | 6
68 | CC(C)N(C(=O)CN1CCN(Cc2nc3ccccc3[nH]2)CC1)C(C)C | -0.2 | -1
69 | O=C1N[C@@H](Cc2c[nH]c3ccccc23)C(=O)N2CCN(Cc3cnn(-c4ccccc4Cl)c3)C[C@H]12 | -0.2 | 1
70 | CCOc1ccc(C(=O)Nc2cccc(-c3nc4ccccc4o3)c2)cc1[N+](=O)[O-] | -0.1 | -4
71 | CCN1C(=O)/C(=C\N(C(C)=O)c2ccccc2)OC1=S | 0.1 | -18
72 | COc1ccc(Cl)cc1/C=C1/NC(=O)N(Cc2ccccc2F)C1=O | 0.0 | -10

entry | GPR151 ag | MITF inh
61 | -0.2 | -8
62 | -1.6 | 1
63 | -1.4 | 5
64 | -0.7 | 3
65 | -0.4 | -13
66 | 0.3 | 1
67 | -0.4 | 12
68 | 0.9 | 1
69 | 0.1 | -11
70 | -0.4 | -7
71 | -0.5 | 10
72 | -0.2 | -11

# Structures shown so far with two or more sulfur atoms (9):
entry | structure | FBW7 act | TEAD-YAP inh
7 | Cc1c(C(=O)O)sc2nc(SC3CCOC3=O)[nH]c(=O)c12 (stereo unspecified) | -0.2 | -4
8 | CSc1nc(N)nc(SCC(=O)Nc2nc3ccccc3s2)c1C#N | 0.6 | -31
28 | COCCN1C(=O)/C(=C/c2ccc(OC)c(O)c2)SC1=S | -0.1 | -36
36 | CCc1nnc(NC(=O)CSc2nnc(C(C)C)n2C)s1 | 0.1 | 8
38 | Cc1cc(N)n(C(=O)CSc2nc3ccccc3c(=O)n2Cc2cccs2)n1 | -0.3 | -13
53 | CSc1nnc(NC(=O)C(C)(C)C)s1 | 0.1 | -41
63 | CCC(=O)Nc1nnc(SCC(=O)Nc2ccc3c(c2)OCCO3)s1 | 0.1 | 2
66 | O=S1(=O)N=C(Nc2nc(-c3ccccc3)cs2)c2ccccc21 | 0.0 | -69
67 | CCOC(=O)c1sc(NC(=O)CSc2nnc(CNC(=O)c3ccco3)n2Cc2ccccc2)c(C(=O)OCC)c1C | 0.4 | 6

entry | GPR151 ag | MITF inh
7 | 0.0 | 1
8 | -2.7 | 0
28 | 1.9 | 22
36 | -0.6 | 6
38 | 0.5 | -2
53 | -1.5 | 21
63 | -1.4 | 5
66 | 0.3 | 1
67 | -0.4 | 12
